# Compound activity (PubChem BioAssay)
# MT1-MMP act inh: inhibitors of human MT1-MMP activation; P50281; HT1080 RFP-PRO-GFP cells, GFP/RFP ratio fluorescence, overnight; percent of plate control window, DMSO zero; GFP/RFP ratio change, % at 20 µM; 360,000 compounds, 0.061% hits; AID 651647;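 active = GFP/RFP ratio change of at least 30% with cell ATP level not reduced by more than half and red fluorescence within 50% of control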; also: strong numbers were not always called active
#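 system = RFP-PRO-GFP reporter HT1080 cells | dosing = 20 µM single dose, 1% DMSO | timing = overnight cell settling, then overnight compound exposure, 37 °C, 5% CO2 | read-out basis = GFP/RFP fluorescence ratio | controls = DMSO and RFP-L50D-GFP cell wells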
# Rin1-Abl PPI inh: inhibitors of human Rin1-Abl protein interaction; 360,000 compounds, 0.4% hits; P00519+Q13671; TR-FRET Rin1/Abl binding, biochemical; inhibition, % at 7.35 µM; in the data active = inhibition above about 5%, passing the limit was not always enough
# eLon inh: inhibits E. coli Lon protease; P0A9M0; purified E. coli Lon protease, fluorescence polarization; inhibition, % at 7.94 µM; 360,000 compounds, 0.42% hits; in the data active = inhibition above about 13%, passing the limit was not always enough;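 also: 0% = enzyme with probe and DMSO and 100% = no enzyme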
# FAS TE block: blocks the thioesterase domain of human fatty acid synthase; recombinant FAS-TE, OMFH fluorogenic substrate, fluorescence endpoint; inhibition, % at 15 µM; 360,000 compounds, 0.67% hits;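 active = compounds whose normalised, plate-corrected inhibition of enzyme fluorescence in the single-dose primary screen is 50% or more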;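 also: 0% = DMSO with enzyme and 100% = substrate without enzyme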
# CendR NRP1 mod: alters CendR peptide binding to human NRP-1; 360,000 compounds, 0.85% hits; O14786; FAM-RPARPAR peptide binding to NRP-1, fluorescence polarization; AID 602438; inhibition, % at 25 µM;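 active = inhibition or corrected inhibition above about 18%, plus a signal ratio from 0.5 to 1.5, limit read from the data, passing the limit was not always enough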; also: strong numbers were not always called active
# MsrA act: activators of bovine methionine sulfoxide reductase A | AID 602163 | 360,000 compounds, 0.3% hits | purified bovine MsrA, absorbance read-out | activation, % at 10.6 µM; in the data active = activation above about 7.5%;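 also: 0% = vehicle and 100% = reference activator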
# SKN-1 inh: inhibitors of C. elegans SKN-1. 360,000 compounds, 0.49% hits. inhibition, % at 21.8 µM. C. elegans VP596 Pgst-4::GFP/RFP ratio, acrylamide-induced, 24 h;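 active = interference check ratio from 0.5 to 1.5 plus GFP to RFP signal ratio inhibition reaching or exceeding a fixed threshold, cut at about 30% in these data, passing the limit was not always enough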; also: some compounds called inactive have numbers as strong as hits
# Neddyl block: blocks human cullin neddylation; calls only at 25 µM; P61081+Q13564; TR-FRET cullin neddylation, biochemical; 360,000 compounds, 0.58% hits; in the data active = inhibition above about 36%
# MLLE-PAM2 inh: inhibitors of microRNA-mediated deadenylation, human PABP1 MLLE binding | 360,000 compounds, 0.36% hits | inhibition, % at 20 µM | GST-MLLE / FITC-PAM2 fluorescence polarization; in the data active = inhibition above about 35%, passing the limit was not always enough;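 also: plate controls were DMSO wells with GST-MLLE for no effect and wells lacking GST-MLLE protein for full effect; some results filed as inactive read as strong as hits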
# The depositor's hits bear a star; i = inactive; · = not tested or not shown.
entry	Structure	MT1-MMP act inh	Rin1-Abl PPI inh	eLon inh	FAS TE block	CendR NRP1 mod
1	COc1ccc(Cc2nnc(NC(=O)c3cccc([N+](=O)[O-])c3C)s2)cc1	10	-1	-5	1	0
2	O=C(NCc1cccs1)C1CCC(CNS(=O)(=O)c2cccc3nsnc23)CC1 (centres undefined)	-2	-1	-6	-8	1
3	Fc1ccc(Sc2cc(Cl)c(-c3ccccc3)nn2)cc1	6	-1	-13	12	2
4	Cc1ccc(C(=O)NC(=S)Nc2ccc(CN3CCCCC3)cc2)c(C)c1	-2	-2	-6	2	-1
5	CC(C)C(NC(=O)c1c(F)cccc1F)C(=O)NCc1ccc(S(=O)(=O)N2CCOCC2)cc1 (centres undefined)	1	0	-2	-4	7
6	COc1ccc(C(c2nnnn2Cc2ccccc2)N2CCN(c3nc4ccccc4s3)CC2)cc1OC (centres undefined)	-4	6	-3	23	10
7	Cc1ccc(NS(=O)(=O)c2ccc(C(=O)N3CCN(c4ccccn4)CC3)cc2)cc1	-4	-1	-7	-5	20
8	CCCCn1c(N)c(N(CC)C(=O)C2=NN(c3ccccc3)C(=O)CC2)c(=O)[nH]c1=O	0	4	4	-6	-11
9	COC(=O)c1ccccc1NC(=O)CSc1nc2ncccc2[nH]1	-10	1	-5	-2	-7
10	O=C1NC(=Nc2ccc(F)cc2)CS1	-1	-2	5	-4	9
11	Nc1c(C(=O)NCCC2=CCCCC2)sc2ccc(S(=O)(=O)N3CCCCC3)cc12	4	-5	-17	31	3
12	CCOc1ccccc1-c1ccc(C(=O)NCc2ccccc2)o1	-4	-1	9	22	27*

entry	MsrA act	SKN-1 inh	Neddyl block	MLLE-PAM2 inh
1	-1	27	i	2
2	-5	-1	i	18
3	-4	5	i	8
4	2	12	i	10
5	-1	3	i	6
6	-11	13	i	-1
7	-4	-14	i	6
8	5	-1	i	-3
9	-3	2	i	-29
10	-4	-3	i	31
11	-12	-15	i	20
12	-3	-2	·	3

# Additional records
entry	Structure	MT1-MMP act inh	Rin1-Abl PPI inh	eLon inh	FAS TE block	CendR NRP1 mod
13	Cc1cc(C)c2c(-c3ccc(F)cc3)c(C#N)c(=O)n(C)c2n1	2	0	4	7	2
14	COc1ccccc1NC(=O)CSc1sc2c(O)cc(=O)[nH]c2c1C#N	-5	0	-7	-3	-42
15	COc1ccc(CCNC(=O)CCNC(=O)N2CC(=O)Nc3ccccc32)cc1	6	-1	-2	-6	13
16	CC(C)(C)NS(=O)(=O)c1ccc(NC(=O)C(Sc2ccccc2)c2ccccc2)cc1 (centres undefined)	-26	-3	-13	40	0
17	CN(N)c1nc(N2CCCC2)nc(N2CCCC2)n1	-1	1	8	-10	-5
18	CS(=O)(=O)N(CC(=O)NCCSc1ccccn1)c1ccc(F)cc1	1	-1	-4	-5	0
19	COc1ccc(Oc2cccc(Cl)c2CNC(=O)CCC(=O)O)cc1	3	4	-6	-9	-1
20	COC(=O)C1=C(C)N(c2ccc(F)cc2)C(=O)C1	-1	0	-1	-7	10
21	COc1ccc(C(=O)c2oc3nc(C)cc(C)c3c2N)cc1	0	-3	3	4	2
22	COc1ccccc1OCC(=O)NCc1nc(-c2ccccc2)no1	12	3	7	-1	0
23	COCC(=O)N(Cc1cc2ccc(C)cc2[nH]c1=O)c1ccc(C)cc1C	1	0	-6	2	19
24	CC1=CC(C)(C)Nc2ccc(OC(=O)C(Cc3ccccc3)N3C(=O)c4ccccc4C3=O)cc21 (centres undefined)	-101	-1	3	38	4

entry	MsrA act	SKN-1 inh	Neddyl block	MLLE-PAM2 inh
13	-2	2	i	5
14	-4	0	i	-24
15	-4	0	i	-6
16	-5	1	i	-1
17	0	-14	i	12
18	-7	12	i	15
19	-3	-7	i	-10
20	-2	-2	i	11
21	-3	-7	i	8
22	-11	-2	i	4
23	-2	18	i	-13
24	-3	22	i	-9

# Carrying on:
entry	Structure	MT1-MMP act inh	Rin1-Abl PPI inh	eLon inh	FAS TE block	CendR NRP1 mod
25	COc1cc(CNC(=O)CCCC/C=C/C(C)C)ccc1O	3	-2	-1	·	-11
26	O=C(O)COc1ccccc1/C=C1\SC(=S)N(NC(=O)c2ccccc2O)C1=O	10	0	-68	-13	-147
27	Cc1ccc(C)c(OCC(=O)N(Cc2ccccc2)c2c(N)n(Cc3ccccc3)c(=O)[nH]c2=O)c1	-4	0	11	8	1
28	CC(=O)c1ccc(NC(=O)COc2ccccc2C(=O)Nc2ccc(C)cn2)cc1	-5	-2	1	-4	-3
29	N#Cc1nc(COc2ccc(Br)cc2)oc1N1CCCC1	-1	-5	4	20	-11
30	COC(=O)c1ccccc1CSc1nsc(C)c1C#N	-2	-2	-5	20	10
31	Cc1cc(C)n(-c2cc(=O)n(C)c(=O)n2C)n1	-1	0	-3	-7	11
32	CN(C(=O)c1c(Cl)nc2sccn12)C1CCCCC1	8	-1	-3	-7	9
33	CCOC(=O)C1=C(COC(=O)c2ccco2)NC(=O)NC1CC (centres undefined)	1	2	-18	-7	-2
34	CCc1c(C)nc2ncnn2c1NCCc1ccc(OC)c(OC)c1	-5	-2	-2	-6	-7
35	CCC(C)[C@H](NC(=O)N1CCCCCC1)C(=O)O (some centres undefined)	0	-1	3	-1	12
36	Cc1cc(S(=O)(=O)NCc2ccccc2)ccc1OCC(=O)NCc1cccnc1	5	0	2	-2	5

entry	MsrA act	SKN-1 inh	Neddyl block	MLLE-PAM2 inh
25	0	8	i	6
26	-3	16	i	-89
27	-5	-4	i	-8
28	-5	-3	i	5
29	-10	-4	i	-19
30	-2	-7	i	34
31	3	4	i	1
32	7	6	i	6
33	-2	2	i	0
34	-1	2	i	-8
35	-8	-7	i	6
36	-4	-1	i	-14

# A second format for part of the listing above.
entry | SMILES | MT1-MMP act inh | Rin1-Abl PPI inh | eLon inh | FAS TE block | CendR NRP1 mod | MsrA act | SKN-1 inh | Neddyl block | MLLE-PAM2 inh
13 | Cc1cc(C)c2c(-c3ccc(F)cc3)c(C#N)c(=O)n(C)c2n1 | 2 | 0 | 4 | 7 | 2 | -2 | 2 | i | 5
23 | COCC(=O)N(Cc1cc2ccc(C)cc2[nH]c1=O)c1ccc(C)cc1C | 1 | 0 | -6 | 2 | 19 | -2 | 18 | i | -13

# From no. 24 to 33, as listed above:
entry	Structure	MT1-MMP act inh	Rin1-Abl PPI inh	eLon inh	FAS TE block	CendR NRP1 mod
24	CC1=CC(C)(C)Nc2ccc(OC(=O)C(Cc3ccccc3)N3C(=O)c4ccccc4C3=O)cc21 (centres undefined)	-101	-1	3	38	4
25	COc1cc(CNC(=O)CCCC/C=C/C(C)C)ccc1O	3	-2	-1	·	-11
26	O=C(O)COc1ccccc1/C=C1\SC(=S)N(NC(=O)c2ccccc2O)C1=O	10	0	-68	-13	-147
27	Cc1ccc(C)c(OCC(=O)N(Cc2ccccc2)c2c(N)n(Cc3ccccc3)c(=O)[nH]c2=O)c1	-4	0	11	8	1
28	CC(=O)c1ccc(NC(=O)COc2ccccc2C(=O)Nc2ccc(C)cn2)cc1	-5	-2	1	-4	-3
29	N#Cc1nc(COc2ccc(Br)cc2)oc1N1CCCC1	-1	-5	4	20	-11
30	COC(=O)c1ccccc1CSc1nsc(C)c1C#N	-2	-2	-5	20	10
31	Cc1cc(C)n(-c2cc(=O)n(C)c(=O)n2C)n1	-1	0	-3	-7	11
32	CN(C(=O)c1c(Cl)nc2sccn12)C1CCCCC1	8	-1	-3	-7	9
33	CCOC(=O)C1=C(COC(=O)c2ccco2)NC(=O)NC1CC (centres undefined)	1	2	-18	-7	-2

entry	MsrA act	SKN-1 inh	Neddyl block	MLLE-PAM2 inh
24	-3	22	i	-9
25	0	8	i	6
26	-3	16	i	-89
27	-5	-4	i	-8
28	-5	-3	i	5
29	-10	-4	i	-19
30	-2	-7	i	34
31	3	4	i	1
32	7	6	i	6
33	-2	2	i	0

# Going on with the list:
entry	Structure	MT1-MMP act inh	Rin1-Abl PPI inh	eLon inh	FAS TE block	CendR NRP1 mod
37	Cc1nc(NCc2ccco2)c2c3c(sc2n1)CCC3	5	0	3	-2	16
38	CN(C)CCCCOc1ccccc1-c1ccccc1	-8	0	-6	-6	-4
39	COc1ccc(NC(=O)c2sc3nc(N4CCOCC4)c4c(c3c2N)CC(C)(C)OC4)cc1	1	-4	-5	-10	-7
40	Cc1c(NC(=O)C(C)Oc2ccccc2F)c(=O)n(-c2ccccc2)n1C (centres undefined)	1	0	1	-3	4
41	COc1ccc(NC(=O)CN(C)C(=O)/C=C/c2ccc(S(=O)(=O)N3CCCCCC3)cc2)cc1	-10	0	-3	-6	12
42	CCC(C)NC(=O)CO/N=C/c1ccccc1OC(F)F (centres undefined)	-1	-1	-6	-8	-8
43	N#CC1=C(N)SC(C(=O)c2ccccc2)C1c1cccs1 (centres undefined)	-3	-2	-6	2	-3
44	COc1ccccc1OCC(=O)NNC(=O)CSC(=S)N1CCCC1	3	-1	3	-6	24*
45	CCOC(=O)c1c(NC(=O)COC(=O)c2ccc(C)s2)sc2c1CC(C)(C)NC2(C)C	-3	0	0	10	2
46	CCN(C(=O)CN1C(=O)S/C(=C\c2cccc(Cl)c2)C1=O)C1CCS(=O)(=O)C1 (centres undefined)	-3	0	5	8	4
47	Cc1ccc(NC(=O)CCc2ccc(C)o2)cc1	0	0	5	-3	10
48	CCCNC(=O)Cn1cnc2sc(C(=O)N3CCN(CCC)CC3)c(C)c2c1=O	3	-3	-6	-1	8

entry	MsrA act	SKN-1 inh	Neddyl block	MLLE-PAM2 inh
37	0	1	i	-5
38	-13	-11	i	-2
39	-3	14	i	8
40	-2	15	i	-10
41	2	-11	i	-84
42	-6	6	i	3
43	-5	5	i	16
44	-4	6	i	-12
45	-6	-15	i	4
46	-2	37*	i	13
47	0	23	i	-1
48	-2	-7	i	-4

# (more compounds)
entry	Structure	MT1-MMP act inh	Rin1-Abl PPI inh	eLon inh	FAS TE block	CendR NRP1 mod
49	Cc1cc(C)cc(NC(=O)CSc2nnc(-c3ccccc3Br)o2)c1	8	-4	-2	20	1
50	CC(CNCCCn1cnc2c(OCc3ccccc3)ncnc21)c1ccccc1 (centres undefined)	0	-2	-1	-5	14
51	Nc1cnn(Cc2ccccc2F)c1	3	-1	-2	1	0
52	C=CCNC(=O)CC1C(=O)NCCN1Cc1ccc(-c2ccccc2)cc1 (centres undefined)	0	1	5	-4	-6
53	COc1ccc(/C=N/NC(=O)CN2CCN(Cc3ccccc3)CC2)cc1Br	1	2	-2	0	-3
54	Cc1ccc(C)c(N(CC(=O)NCc2ccco2)C(=O)CCC(=O)Nc2ccccn2)c1	-3	2	-4	-6	-4
55	CCN(CC)C(=O)CSC(Nc1cccc(F)c1)=C(C#N)C#N	-55	-1	-128	2	-180
56	Cc1ccc2nsnc2c1NC(=O)CCc1ccccc1	-2	-1	7	-7	9
57	COc1cc(NC(=S)NC(=O)c2ccccc2F)ccc1NC(=O)c1ccco1	3	2	3	-4	-26
58	O=C(N/N=C/c1cccnc1)c1cc(-c2ccccc2Cl)nc2ccccc12	-10	-2	-12	0	12
59	O=C(CCN1CCN(CCO)CC1)Nc1ccc(C2CCCC2)cc1	2	2	1	-2	5
60	Cc1cc(OCCCN2CCCC2)ccc1Cl	7	1	-13	-6	8
61	COc1ccccc1Cc1nc(-c2ccncc2)no1	2	-2	0	-2	10

entry	MsrA act	SKN-1 inh	Neddyl block	MLLE-PAM2 inh
49	-4	4	i	2
50	3	-1	i	-5
51	-4	11	i	12
52	-2	3	i	1
53	-3	-3	i	-6
54	0	8	i	-9
55	-3	20	i	-99
56	1	4	i	5
57	-4	3	i	15
58	-1	-4	i	-2
59	-2	-4	i	-7
60	-10	7	i	-12
61	-3	4	i	7
